High-throughput results as filed in PubChem BioAssay.
Bcl-B TR3 displacers = displacers of TR3 peptide from Bcl-B, primary screen, selectivity assay for Bfl-1 inhibitor project, biochemical, fluorescence polarization | AID 748 | FP displacement of FITC-TR3 peptide from Bcl-B; higher % means a stronger effect | one-dose displacement, % at 20 µM; IC50 in µM for titrated hits | 96,000 tested, 0.11% active;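 active = displacement above 50% at 20 µM plus a fluorescence interference ratio under 1.5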;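 note: plate controls were wells without compound for no effect and wells lacking Bcl-B protein for full effect; a part of the inactive calls stands beside numbers as strong as those of hits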
PLAP inhibitors HTS = PLAP enzyme inhibitors, biochemical, luminescence, HTS (AID 690); purified PLAP, luminescent substrate; higher % means a stronger effect; 96,000 tested, 0.08% active; inhibition, % at 20 µM, or IC50 in µM where a hit was titrated; in the data active = a potency from the dose series; inactive = the rest, 99 in 100 with inhibition below about 30%; note: strong numbers were not always called active
NFkB transloc inh = blocks IL-1B driven NFkB nuclear translocation in HUVEC cells. HUVEC IL-1B NFkB p65 nuclear translocation imaging. inhibition, % at 2 µM. 94,000 tested, 0.43% active;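 active = inhibition above about 30% together with a positive call from visual inspection of the well image, limit read from the data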;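 note: nuclear over cytoplasmic p65 intensity ratio measured by imaging; 0% = IL-1B stimulated DMSO wells and 100% = unstimulated DMSO wells; values of inactives mirror those of a sister screen read the other way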
MRP resist rev = compounds reversing MRP-mediated drug resistance; H69AR cells + 2 uM doxorubicin, CellTiter-Glo, 72 h; 85,000 tested, 0.04% active; differential viability (reversal), % at 10 µM;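 active = viability drop by adding the cancer drug above about 55%, with treated viability meeting a 40% cutoff, limit read from the data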;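 note: viability without doxorubicin minus viability with 2 µM doxorubicin for each compound; larger differential means the compound sensitizes cells more to doxorubicin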
NFkB transloc pot = enhances IL-1B driven NFkB nuclear translocation. HUVEC IL-1B NFkB p65 nuclear translocation imaging. activation, % at 2 µM. 94,000 tested, 0.3% active;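 active = activation above 40%, about the mean plus 3 SD, also judged a hit on visual image review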;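 note: percent activation is computed from the nuclear over cytoplasmic p65 intensity ratio; values of inactives mirror those of a sister screen read the other way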
MRP resist rev cytotoxicity = further read-out of MRP resist rev, marked with its call; viability, %; H69AR cells, CellTiter-Glo, 72 h; measured here: cytotoxicity without doxorubicin
MRP resist rev with doxorubicin = second read-out of MRP resist rev, no call of its own (marks repeat the call); viability, %; measured here: viability with 2 uM doxorubicin; hits give low values
NFkB transloc inh cell count 2 µM = also measured in NFkB transloc inh; calls as there; cell count; measured here: cells passing quality filter;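 raw number of nuclei counted in each imaged well without normalization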
NFkB transloc pot cell count 2 µM = second read-out of NFkB transloc pot, no call of its own (marks repeat the call); cell count; measured here: cells passing quality filter
An asterisk follows results filed as active.

Screening Oc1c(CN2CCN(c3ccccn3)CC2)cc(Cl)c2cccnc12 returned Bcl-B TR3 displacers 0%, PLAP inhibitors HTS -82%, MRP resist rev 0, MRP resist rev cytotoxicity 0 and MRP resist rev with doxorubicin 1.
Screening O=C(NC1CCCCC1)C(c1ccc(F)cc1)N(C(=O)c1cccs1)c1ccc2c(c1)OCO2 (configuration not stated) returned Bcl-B TR3 displacers 1%, PLAP inhibitors HTS -4%, NFkB transloc inh -8, NFkB transloc pot 8, NFkB transloc inh cell count 2 µM 140 and NFkB transloc pot cell count 2 µM 140.
For COc1cccc(C2=NOC(C(=O)NCCCn3ccnc3)C2)c1 (configuration not stated) the results were Bcl-B TR3 displacers -8%, PLAP inhibitors HTS -9%, NFkB transloc inh -12, MRP resist rev 8, NFkB transloc pot 12, MRP resist rev cytotoxicity 84, MRP resist rev with doxorubicin 77, NFkB transloc inh cell count 2 µM 155 and NFkB transloc pot cell count 2 µM 155.
COc1ccc2c(c1)[n+](=O)c(C(C)=O)c(C)n2[O-] was read as Bcl-B TR3 displacers 0%, PLAP inhibitors HTS 5%, NFkB transloc inh -5, MRP resist rev 10, NFkB transloc pot 5, MRP resist rev cytotoxicity 107, MRP resist rev with doxorubicin 97, NFkB transloc inh cell count 2 µM 187 and NFkB transloc pot cell count 2 µM 187.
O=C(CN1C(=O)C2(OCCCO2)c2ccccc21)NCCc1ccccc1 was read as Bcl-B TR3 displacers -8%, PLAP inhibitors HTS 1%, MRP resist rev -21, MRP resist rev cytotoxicity 89 and MRP resist rev with doxorubicin 110.
O=C(Cn1c(CSc2ccccc2)nc2ccccc21)Nc1ccccc1 was read as Bcl-B TR3 displacers 2%, PLAP inhibitors HTS -4%, NFkB transloc inh 2, NFkB transloc pot -3, NFkB transloc inh cell count 2 µM 210 and NFkB transloc pot cell count 2 µM 210.
`O=C(O)C1CCN(C(=O)c2ccccc2C(=O)N2CCC(C(=O)O)CC2)CC1` gave Bcl-B TR3 displacers -6%, PLAP inhibitors HTS 5%, NFkB transloc inh -6, MRP resist rev -2, NFkB transloc pot 6, MRP resist rev cytotoxicity 99, MRP resist rev with doxorubicin 101, NFkB transloc inh cell count 2 µM 202 and NFkB transloc pot cell count 2 µM 202.
For COCc1[nH]nc2c1C1(C(=O)N(C)c3ccccc31)C(C#N)=C(N)O2 (configuration not stated) the results were Bcl-B TR3 displacers 0%, PLAP inhibitors HTS -2%, NFkB transloc inh 3, MRP resist rev 23, NFkB transloc pot -3, MRP resist rev cytotoxicity 105, MRP resist rev with doxorubicin 82, NFkB transloc inh cell count 2 µM 136 and NFkB transloc pot cell count 2 µM 136.
For COc1ccc(/C=N/n2c(SC)nnc2-c2ccccc2)cc1C the results were Bcl-B TR3 displacers 1%, PLAP inhibitors HTS -17%, NFkB transloc inh -10, MRP resist rev -40, NFkB transloc pot 10, MRP resist rev cytotoxicity 26, MRP resist rev with doxorubicin 66, NFkB transloc inh cell count 2 µM 148 and NFkB transloc pot cell count 2 µM 148.
O=C(c1ccc2nc(N3CCOCC3)sc2c1)N1CCCC1 was read as Bcl-B TR3 displacers -5%, PLAP inhibitors HTS -3%, MRP resist rev -2, MRP resist rev cytotoxicity 85 and MRP resist rev with doxorubicin 87.
For C=CCn1c(SCc2c(C)noc2C)nc2sc3c(c2c1=O)CCC(C)C3 (configuration not stated) the results were Bcl-B TR3 displacers 1%, PLAP inhibitors HTS -37%, NFkB transloc inh 11, MRP resist rev -49, NFkB transloc pot -11, MRP resist rev cytotoxicity 29, MRP resist rev with doxorubicin 79, NFkB transloc inh cell count 2 µM 150 and NFkB transloc pot cell count 2 µM 150.
Cc1ccc(-c2noc(CN3CCC(C(N)=O)CC3)n2)cc1 was read as Bcl-B TR3 displacers -4%, PLAP inhibitors HTS -42%, NFkB transloc inh -8, MRP resist rev -2, NFkB transloc pot 8, MRP resist rev cytotoxicity 95, MRP resist rev with doxorubicin 97, NFkB transloc inh cell count 2 µM 184 and NFkB transloc pot cell count 2 µM 184.
`Cc1ccc(NC(=O)c2oc3c(c2C)C(=O)CC(C)(C)C3)cc1` gave Bcl-B TR3 displacers -8%, PLAP inhibitors HTS 3%, NFkB transloc inh -21, MRP resist rev 1, NFkB transloc pot 21, MRP resist rev cytotoxicity 89, MRP resist rev with doxorubicin 88, NFkB transloc inh cell count 2 µM 178 and NFkB transloc pot cell count 2 µM 178.
For COc1ccc(S(=O)(=O)NCc2ccccn2)cc1Cl the results were Bcl-B TR3 displacers -10%, PLAP inhibitors HTS -91%, NFkB transloc inh -6, MRP resist rev 17, NFkB transloc pot 6, MRP resist rev cytotoxicity 114, MRP resist rev with doxorubicin 97, NFkB transloc inh cell count 2 µM 126 and NFkB transloc pot cell count 2 µM 126.
For CCCCSc1nn[nH]n1 the results were Bcl-B TR3 displacers -8%, PLAP inhibitors HTS 1%, NFkB transloc inh 11, MRP resist rev -7, NFkB transloc pot -11, MRP resist rev cytotoxicity 92, MRP resist rev with doxorubicin 99, NFkB transloc inh cell count 2 µM 94 and NFkB transloc pot cell count 2 µM 94.

A portion from further up, as a working copy:
Screening Oc1c(CN2CCN(c3ccccn3)CC2)cc(Cl)c2cccnc12 returned Bcl-B TR3 displacers 0%, PLAP inhibitors HTS -82%, MRP resist rev 0, MRP resist rev cytotoxicity 0 and MRP resist rev with doxorubicin 1.
Screening O=C(NC1CCCCC1)C(c1ccc(F)cc1)N(C(=O)c1cccs1)c1ccc2c(c1)OCO2 (configuration not stated) returned Bcl-B TR3 displacers 1%, PLAP inhibitors HTS -4%, NFkB transloc inh -8, NFkB transloc pot 8, NFkB transloc inh cell count 2 µM 140 and NFkB transloc pot cell count 2 µM 140.
For COc1cccc(C2=NOC(C(=O)NCCCn3ccnc3)C2)c1 (configuration not stated) the results were Bcl-B TR3 displacers -8%, PLAP inhibitors HTS -9%, NFkB transloc inh -12, MRP resist rev 8, NFkB transloc pot 12, MRP resist rev cytotoxicity 84, MRP resist rev with doxorubicin 77, NFkB transloc inh cell count 2 µM 155 and NFkB transloc pot cell count 2 µM 155.
COc1ccc2c(c1)[n+](=O)c(C(C)=O)c(C)n2[O-] was read as Bcl-B TR3 displacers 0%, PLAP inhibitors HTS 5%, NFkB transloc inh -5, MRP resist rev 10, NFkB transloc pot 5, MRP resist rev cytotoxicity 107, MRP resist rev with doxorubicin 97, NFkB transloc inh cell count 2 µM 187 and NFkB transloc pot cell count 2 µM 187.
O=C(CN1C(=O)C2(OCCCO2)c2ccccc21)NCCc1ccccc1 was read as Bcl-B TR3 displacers -8%, PLAP inhibitors HTS 1%, MRP resist rev -21, MRP resist rev cytotoxicity 89 and MRP resist rev with doxorubicin 110.
O=C(Cn1c(CSc2ccccc2)nc2ccccc21)Nc1ccccc1 was read as Bcl-B TR3 displacers 2%, PLAP inhibitors HTS -4%, NFkB transloc inh 2, NFkB transloc pot -3, NFkB transloc inh cell count 2 µM 210 and NFkB transloc pot cell count 2 µM 210.
`O=C(O)C1CCN(C(=O)c2ccccc2C(=O)N2CCC(C(=O)O)CC2)CC1` gave Bcl-B TR3 displacers -6%, PLAP inhibitors HTS 5%, NFkB transloc inh -6, MRP resist rev -2, NFkB transloc pot 6, MRP resist rev cytotoxicity 99, MRP resist rev with doxorubicin 101, NFkB transloc inh cell count 2 µM 202 and NFkB transloc pot cell count 2 µM 202.

Some of the compounds tested. The share of hits here may be higher or lower than overall.
